Compound activity from PubChem BioAssay.
hIAP inh: human IAP inhibitors, primary screen, biochemical, luminescence, uHTS | hit rate 0.12% among 330,000 | purified IAP, CDP-Star luminescence, 30 min | inhibition, % at 10 µM;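 active = inhibition reaching a set limit with compound at 10 µM in the primary screen, cut at about 35% in these data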;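 also: plate controls were DMSO wells with enzyme for no effect and no-enzyme buffer wells for full effect; values of inactives mirror those of a sister screen read the other way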
hIAP activ: human IAP activators, primary screen, biochemical, luminescence, uHTS; AID 2524, 2010; activation factor at 10 µM; purified human IAP, CDP-Star luminescence, 30 min; active compounds read high; 1 = vehicle-only enzyme, 0 = enzyme-free background; hit rate 0.16% among 330,000; Intestinal-type alkaline phosphatase (Homo sapiens), P09923;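 active = activation factor of the enzyme at least 2-fold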; also: the source names both 10 and 20 µM as test concentration; values of inactives mirror those of a sister screen read the other way
MIN6 prolif: inducers of MIN6 beta-cell proliferation, primary screen, ATP luminescence, uHTS. MIN6 cells proliferation, ATPlite luminescence, 48 h; cells starved in 0.2% serum; 100% = growth in 10% serum. proliferation, % at 10 µM. hit rate 0.29% among 330,000;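 active = compounds whose signal lies at least 3.5 SD above the mean of all wells on their plate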;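 also: 0% = DMSO-treated cells in low-serum medium and 100% = 10% serum control; some compounds called inactive have numbers as strong as hits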
mIAP activ: activators of mouse IAP, primary screen, biochemical, luminescence, uHTS; intestinal alkaline phosphatase [Mus musculus]; muIAP, CDP-Star luminescence, 30 min; active compounds read high; 1 = vehicle-only enzyme signal, 0 = enzyme-free wells; activation factor at 10 µM; hit rate 0.24% among 330,000; AID 2805, 2010;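 active = activation factor of at least 2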; also: the source names both 10 and 20 µM as test concentration; values of inactives mirror those of a sister screen read the other way
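System: Mouse IAP enzyme | Also added: CDP-Star substrate | Dosing: Compounds dispensed in DMSO | Schedule: 30 min enzyme-substrate-compound incubation at room temperature | Technique: Chemiluminescence readout | Control set: DMSO-only wells and no-enzyme negative control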
A3A deaminase: APOBEC3A ssDNA deaminase inhibitors, primary screen, selectivity assay for APOBEC3G inhibitor project, biochemical, FAM/TAMRA oligo cleavage fluorescence. inhibition, % at 20 µM. recombinant A3A, FAM/TAMRA ssDNA deamination fluorescence. hit rate 0.41% among 330,000. AID 493011, 2011. DNA dC->dU-editing enzyme APOBEC-3A (Homo sapiens), P31941;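 active = at least 40% inhibition at 20 µM here, with at most 30% in a related deaminase screen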;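 also: plate controls were A3A with DMSO for no effect and wells lacking A3A enzyme for full effect; some results filed as inactive read as strong as hits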
Target sequence (P31941 whole entry, looked up): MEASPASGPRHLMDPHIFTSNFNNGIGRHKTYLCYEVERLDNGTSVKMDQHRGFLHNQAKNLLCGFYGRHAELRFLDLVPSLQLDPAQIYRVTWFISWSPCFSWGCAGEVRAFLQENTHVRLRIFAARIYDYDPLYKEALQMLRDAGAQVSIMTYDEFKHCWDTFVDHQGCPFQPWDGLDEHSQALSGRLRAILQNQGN
APOBEC3G inh: APOBEC3G DNA deaminase inhibitors, primary screen, biochemical, fluorescence, single-stranded DNA substrate, uHTS. inhibition, % at 20 µM. hit rate 0.28% among 330,000. AID 493012, 2011. recombinant A3G, ssDNA deamination FAM/TAMRA fluorescence. DNA dC->dU-editing enzyme APOBEC-3G (Homo sapiens), Q9HC16;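 active = inhibition of at least 40% at 20 µM, with no more than 30% in the related APOBEC3A deaminase screen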;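 also: plate controls were DMSO wells with A3G for no effect and wells lacking A3G enzyme for full effect; some compounds called inactive have numbers as strong as hits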
Target sequence (Q9HC16 whole entry, looked up): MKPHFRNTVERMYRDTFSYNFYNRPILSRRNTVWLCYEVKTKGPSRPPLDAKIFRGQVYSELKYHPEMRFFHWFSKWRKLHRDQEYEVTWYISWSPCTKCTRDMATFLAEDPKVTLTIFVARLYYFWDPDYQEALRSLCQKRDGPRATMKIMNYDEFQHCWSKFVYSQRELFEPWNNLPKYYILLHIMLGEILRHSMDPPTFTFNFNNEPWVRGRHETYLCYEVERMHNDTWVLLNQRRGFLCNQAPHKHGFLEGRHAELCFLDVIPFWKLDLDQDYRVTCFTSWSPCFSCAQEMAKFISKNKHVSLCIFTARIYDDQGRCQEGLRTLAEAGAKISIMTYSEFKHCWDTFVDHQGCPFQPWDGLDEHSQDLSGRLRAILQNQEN
MPTP block: mitochondrial permeability transition pore inhibitors, primary screen, biochemical, isolated mouse mitochondria, absorbance; Ca2+ swelling absorbance, 30 min; inhibition, % at 10 µM; hit rate 1.4% among 360,000;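 active = inhibition of 50% or more, scaled per plate between neutral and stimulator controls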;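 also: 0% = DMSO wells given calcium and 100% = 1 mM EGTA wells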
ATG4B inh: ATG4B protease inhibitors, primary screen, biochemical, fluorescence, uHTS. Cysteine protease ATG4B (Homo sapiens), Q9Y4P1. ATG4B cleavage of LC3-PLA2, NBD-HPC fluorescence, 1 h. inhibition, % at 8.33 µM. hit rate 0.51% among 340,000. AID 504462, 2011; in the data active = inhibition above about 40%
Target sequence (Q9Y4P1 whole entry, looked up): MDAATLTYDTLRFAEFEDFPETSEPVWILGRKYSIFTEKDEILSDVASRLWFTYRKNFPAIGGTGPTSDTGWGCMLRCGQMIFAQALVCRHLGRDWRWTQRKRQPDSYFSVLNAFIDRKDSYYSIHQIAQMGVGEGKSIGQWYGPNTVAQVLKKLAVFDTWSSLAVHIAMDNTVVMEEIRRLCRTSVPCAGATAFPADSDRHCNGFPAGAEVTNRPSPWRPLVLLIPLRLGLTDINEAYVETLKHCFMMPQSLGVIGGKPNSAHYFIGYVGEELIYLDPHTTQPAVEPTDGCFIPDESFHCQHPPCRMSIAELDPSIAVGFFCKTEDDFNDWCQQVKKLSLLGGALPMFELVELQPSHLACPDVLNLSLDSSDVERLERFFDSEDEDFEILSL
mIAP block: inhibitors of mouse IAP, primary screen, biochemical, luminescence, uHTS. intestinal alkaline phosphatase [Mus musculus]. purified mouse IAP, CDP-Star luminescence, 30 min. inhibition, % at 10 µM. hit rate 0.2% among 330,000. AID 2806, 2010;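 active = inhibition of at least 40% at 10 µM in the primary screen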;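 also: plate controls were DMSO with enzyme for no effect and no enzyme wells for full effect; values of inactives mirror those of a sister screen read the other way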
* marks the source's active call; other numbers are inactive results.

SMILES	hIAP inh	hIAP activ	MIN6 prolif	mIAP activ	A3A deaminase	APOBEC3G inh	MPTP block	ATG4B inh	mIAP block
O=C(NCCCN1CCCC1=O)c1nnc(Cc2c(F)cccc2Cl)o1	-5	1.1	2	0.93	-1	-2	0.3	-1	7
O=C(N/N=C/c1ccc(N2CCOCC2)cc1)c1ccccn1	-7	1.1	-2	0.95	-2	-5	0.5	-6	5
CN1C(=O)C2C(c3ccc(N(C)C)cc3)=NN(Cc3ccccc3)C2C1=O (stereo not given)	-2	1	-3	0.95	-1	-2	-0.3	5	5
CC1CCc2c(sc(NC(=O)CSc3ncn[nH]3)c2C#N)C1 (stereo not given)	-15	1.2	-2	0.93	0	-7	52*	-19	7
O=C(Cn1cnc2ccccc2c1=O)NNC(=O)c1ccccc1	2	0.98	-1	0.93	3	-3	-0.7	3	7
C=C(Br)CN1[C@@H](Cc2ccccc2)[C@H](O)[C@@]23C=C[C@@H](C[C@@H]2S1(=O)=O)O3	-2	1	-1	1	-2	-4	0.4	2	-3
O=C(NCc1ccco1)c1ccccc1NC(=O)C1CC(=O)N(c2ccc(Cl)cc2)C1 (stereo not given)	0	1	2	0.93	2	-1	1.3	-12	7
COc1ccccc1CNC(=O)CNC(=O)c1sc2ccccc2c1Cl	-8	1.1	3	1.1	6	0	-0.3	5	-7
Cc1nc(NCc2ccco2)c2c(C)c(C)sc2n1	8	0.92	-5	0.93	0	-5	24	13	7
C=CCn1c(SCC(=O)Nc2ccc(N3CCOCC3)cc2)nc2ccccc2c1=O	-1	1	3	1	-5	-9	-2.5	0	0
Cc1cccc(NC(=O)CNC(=O)C(NC(=O)Cc2ccccc2)C(C)C)c1C (stereo not given)	-5	1	-2	1	-1	-8	0.2	-8	0
Cc1ccc(C)c(NC(=O)C(c2ccccc2)N2CCN(CC(=O)NC3CC3)CC2)c1 (stereo not given)	8	0.92	1	1	3	4	1.0	8	-4
COc1ccc(NC(=O)CCCc2ccccc2)cc1OC	-45	1.5	-3	1.1	-4	1	1.6	2	-5
Cc1onc(C(=O)NN)c1C(=O)Nc1ncc(C(F)(F)F)cc1Cl	-9	1.1	1	0.94	4	-6	0.0	-3	6
COc1ccc(/C=N/NC(=O)c2cccc(NC(C)=O)c2)c(C(=O)O)c1OC	-16	1.2	-1	1.1	-6	-6	0.6	-3	-6
CCOCCCNc1nc2c(C)cccn2c(=O)c1/C=C1\SC(=S)N(CC(C)C)C1=O	1	0.99	0	0.89	-3	-7	5.7	-1	11
CCCCN(C(=O)c1ccc(OC)c([N+](=O)[O-])c1)c1c(N)n(CCC)c(=O)[nH]c1=O	9	0.91	-1	0.98	2	-7	2.1	-3	2
CC(C)N(Cc1ccccc1)C(=S)NC(=O)C1(C)CC1(Cl)Cl (stereo not given)	-10	1.1	2	1.1	-1	-4	0.1	-6	-6
CC(C)Nc1nnc(SC(C)C(=O)Nc2ccc(N3CCOCC3)cc2)s1 (stereo not given)	10	0.9	-2	0.93	-1	-12	-1.8	-6	7
COc1ccc(-n2nnc3c(=O)n(C/C=C/c4ccccc4)cnc32)cc1	13	0.87	-2	0.89	1	-3	0.4	-5	11
COc1ccc(CNC(=O)C(OC(C)=O)c2ccccn2)cc1 (stereo not given)	-20	1.2	-2	1.1	-2	-7	-1.2	-8	-9
CN1CCN(S(=O)(=O)c2ccc(NC(=O)C3CCCO3)cc2)CC1 (stereo not given)	19	0.81	0	0.94	-4	-7	-1.5	-4	6
CC(=O)N1CCN(c2ccc(NCc3ccc(C)s3)cc2)CC1	2	0.98	-2	0.8	-8	-7	1.5	6	20
CCc1ccc(/C=N/NC(=O)Cc2cccn2C)cc1	-22	1.2	-3	0.98	1	-3	0.5	-9	2
COc1ccc2c(c1)CC[C@@H]1[C@@H]2CC[C@]2(C)[C@@H](C(=O)O)C[C@@H]12	5	0.95	0	1	-2	-4	-0.6	-7	-1
O=C(OCCO)c1cc(Cl)c(C(=O)OCCO)cc1Cl	-4	1	0	1	2	0	0.8	-11	0
Cc1ccc(C)c(NC(=O)C(OC(=O)c2ccc(C)s2)c2ccccc2)c1 (stereo not given)	10	0.9	3	1.1	1	-5	-15	-4	-7
Cc1nn(-c2ccccc2)cc1/C=N/O	2	0.98	2	1	0	-6	-0.2	0	-4
O=C(Nc1ccccc1N1CCCC1)c1cccc(-c2cc3ccccc3oc2=O)c1	1	0.99	-3	0.92	-2	-7	13	57*	8
Cc1nc2nc(SCC(=O)Nc3cccc(F)c3)[nH]c2cc1Br	-7	1.1	-6	0.93	-2	-4	64*	-2	7
O=C(CCc1nc(-c2ccccc2Cl)no1)NCC1CCCO1 (stereo not given)	-1	1	-2	1.1	-7	-6	-0.1	-39	-8
COc1ccc(NC(=O)c2ccc3c(c2)OCO3)cc1[N+](=O)[O-]	2	0.97	-2	1.1	-1	0	-0.1	-1	-6
CC(C)=CC(=O)N1CCCc2ccccc21	-18	1.2	-3	1.1	-2	-3	-0.9	5	-9
Cc1nnc(C)c2c(C)n(Cc3ccc4c(c3)OCO4)c(C)c12	8	0.92	-6	1	1	-5	2.1	-3	-2
O=C(CCN1CCCCC1)Nc1ccc(Br)cc1	-3	1	-1	1	3	-2	0.5	0	-1
O=C(CN1CCN(C(=O)CNC(=O)c2ccc3c(c2)OCO3)CC1)Nc1cccc(F)c1	-2	1	0	0.98	0	5	-0.7	-2	2
Cc1ccc(OCCNC(=O)C(=O)NCc2ccco2)cc1	-12	1.1	-2	0.95	-4	-5	1.0	5	5
CC(C)(C)NC(=O)c1ccc2c(c1)CCO2	-40	1.4	-1	0.94	-4	-6	-0.2	8	6
O=Cc1cc(Cl)ccc1OCCN1CCC(Cc2ccccc2)CC1	12	0.88	-5	0.9	-9	-10	3.6	84*	10
Cc1ccc(-n2c(C)cc(C(=O)OCC(=O)N(C)C3CCS(=O)(=O)C3)c2C)cc1 (stereo not given)	13	0.87	0	0.98	-4	-4	-0.8	-10	2

An excerpt from above, reduced to hIAP activ and hIAP inh.
| molecule | hIAP activ | hIAP inh |
| --- | --- | --- |
| Cc1nc2nc(SCC(=O)Nc3cccc(F)c3)[nH]c2cc1Br | 1.1 | -7 |
| O=C(CCc1nc(-c2ccccc2Cl)no1)NCC1CCCO1 (stereo not given) | 1 | -1 |

Following part:
SMILES	hIAP inh	hIAP activ	MIN6 prolif	mIAP activ	A3A deaminase	APOBEC3G inh	MPTP block	ATG4B inh	mIAP block
CCOC(=O)C1CCN(c2ccc([N+](=O)[O-])c(C(C)=O)c2)CC1	10	0.9	-2	1	10	12	0.1	3	0
Cc1onc(-c2ccccc2)c1C(N)=O	8	0.92	-1	1.1	0	-6	-1.0	-5	-7
CCSc1nnc(NC(=O)CCNC(=O)c2ccccc2Cl)s1	-2	1	-2	1	1	0	0.7	-4	-3
O=C(CCC(=O)N1CCN(S(=O)(=O)c2ccc(Cl)cc2)CC1)NC1CCCc2ccccc21 (stereo not given)	-9	1.1	1	0.98	0	-3	-7.9	-19	2
COc1cc(-c2noc(CCCC(=O)Nc3ccc(C(N)=O)cc3)n2)cc(OC)c1OC	1	0.99	-1	0.98	-4	-7	7.7	-3	2
O=C(NCCN1C(=O)C2C3C=CC(C3)C2C1=O)Nc1ccccc1O (stereo not given)	-9	1.1	-4	0.98	1	-2	-2.7	8	2
CN(Cc1c(F)cccc1Cl)C(=O)c1ccc(COc2ccccc2)cc1	-12	1.1	-5	1.2	2	2	-0.2	3	-15
O=C(COc1ccc(S(=O)(=O)N2CCc3ccccc32)cc1Cl)NCc1ccccn1	3	0.97	-2	0.98	-4	-9	0.0	-27	2
O=C(COC(=O)c1ccc[nH]c1=O)NC1CCCCC1	-10	1.1	4	1.1	2	2	0.3	5	-7
C=CCn1nnc2sc3c(c2c1=O)CCC(C)C3 (stereo not given)	8	0.92	1	0.97	-1	-1	2.8	-3	3
CCOc1c(C)cc2[nH]c(CCC(=O)O)nc2c1C	2	0.98	-3	0.93	-1	-10	-2.6	3	8
COc1ccc(C(C(=O)NC2CCCC2)N(C(=O)c2ccco2)c2cc3c(cc2C(C)=O)OCO3)cc1 (stereo not given)	-18	1.2	-3	0.95	-2	-10	-1.7	-3	5
Cc1ccc(N(CCC#N)C(=O)COC(=O)C2CCN(c3ccc(C(F)(F)F)cn3)CC2)cc1	-4	1	-1	0.94	7	-11	-0.8	1	6
Clc1ccc(-c2nnnn2-c2ccc(Cl)c(Cl)c2)cc1Cl	-2	1	-5	1	7	2	0.2	-3	-1
COc1ccc(CCNC(=O)C2=CC=CN3CCS(=O)(=O)N=C23)cc1	1	0.99	0	0.95	-1	0	-2.2	4	5
O=C(/C=C/c1cccs1)NCc1cccnc1	-2	1	0	0.98	-2	-3	-1.0	-6	2
CC(C)C(c1nnnn1Cc1ccc(F)cc1)N1CCN(Cc2ccc3c(c2)OCO3)CC1 (stereo not given)	-14	1.1	-1	1.2	-1	6	1.8	16	-18
CCN(C(=O)CN1CCN(c2ccccc2F)CC1)c1c(N)n(Cc2ccccc2)c(=O)[nH]c1=O	-1	1	-1	0.92	2	-4	-0.5	-5	8
CCC1CCC2(CC1)NC(=O)N(CC(=O)Nc1ccc(OC)cc1)C2=O (stereo not given)	1	0.99	-3	1	-1	-3	0.6	-7	-1
O=C(Oc1ccc(Cl)c2cccnc12)N1CCCCC1	-5	1.1	-2	0.97	-5	-5	-1.0	-1	3
O=C(Nc1ccc([N+](=O)[O-])cc1)c1cc2ccccc2nc1Cl	7	0.93	-4	0.97	-3	-7	32	-3	3
Cc1nc2ccc(S(=O)(=O)N(C)CC(=O)N3CCc4ccccc4C3)cc2s1	-1	1	4	0.96	-1	-6	-1.1	-9	4
O=C(COC(=O)c1cc(=O)[nH]c2ccccc12)NC(=O)NC1CCCCC1	3	0.97	-1	0.98	-2	-4	-1.3	-15	2
CCOC(=O)Cc1csc(NC(=O)c2ccc(S(=O)(=O)N3CCCC3)cc2)n1	-3	1	-3	1.1	3	-4	-0.8	-3	-5
CCCOc1ccc(-c2c(=O)n(OCC(=O)OCC)c3ccccc3[n+]2[O-])cc1	14	0.85	-4	1.1	-4	-6	-1.6	1	-10
O=c1oc(CCO)cc2ccc(Br)cc12	-15	1.2	-2	1	-1	-5	-0.4	-2	-4
COc1ccc(C(=O)CN(Cc2ccccc2)C2=NCCS2)cc1	-7	1.1	2	0.94	1	10	30	-5	6
CNc1ccccc1C(=O)OCC(=O)c1ccccc1	30	0.7	3	1	-4	-11	-2.1	33	-2

A few values from the entries so far:
hIAP activ with O=C(Nc1ccc([N+](=O)[O-])cc1)c1cc2ccccc2nc1Cl = 0.93
hIAP inh with O=C(COC(=O)c1cc(=O)[nH]c2ccccc12)NC(=O)NC1CCCCC1 = 3
mIAP activ with CCOC(=O)Cc1csc(NC(=O)c2ccc(S(=O)(=O)N3CCCC3)cc2)n1 = 1.1

An unsorted share of the library. About 3.3% of those tested had a hit in this group.
